Screens from PubChem BioAssay.
PAFAH1B2 FP inh = inhibitors of human PAFAH1B2. P68402. recombinant PAFAH1B2, FP-rhodamine activity probe, fluorescence polarization. inhibition, % at 3.39 µM. 340,000 tested, 1.2% active. AID 492953;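 active means inhibition above the mean of all tested compounds plus 3 SD, cut at about 24% in these data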;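 further: 0% = enzyme with DMSO and 100% = wells lacking PAFAH1B2; many of its hits are not listed in these tables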
pPAFAH FP inh = inhibitors of human plasma PAF acetylhydrolase (pPAFAH) | Q13093 | recombinant pPAFAH, FP-rhodamine probe fluorescence polarization | inhibition, % at 3.39 µM | 330,000 tested, 1.5% active;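 active means inhibition above the mean inhibition across the screen plus 3 SD, cut at about 25% in these data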;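 further: inhibitors block binding of the rhodamine activity-based probe so polarization drops; 0% = enzyme with DMSO and 100% = wells lacking pPAFAH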
Target sequence (Q13093 whole entry, looked up): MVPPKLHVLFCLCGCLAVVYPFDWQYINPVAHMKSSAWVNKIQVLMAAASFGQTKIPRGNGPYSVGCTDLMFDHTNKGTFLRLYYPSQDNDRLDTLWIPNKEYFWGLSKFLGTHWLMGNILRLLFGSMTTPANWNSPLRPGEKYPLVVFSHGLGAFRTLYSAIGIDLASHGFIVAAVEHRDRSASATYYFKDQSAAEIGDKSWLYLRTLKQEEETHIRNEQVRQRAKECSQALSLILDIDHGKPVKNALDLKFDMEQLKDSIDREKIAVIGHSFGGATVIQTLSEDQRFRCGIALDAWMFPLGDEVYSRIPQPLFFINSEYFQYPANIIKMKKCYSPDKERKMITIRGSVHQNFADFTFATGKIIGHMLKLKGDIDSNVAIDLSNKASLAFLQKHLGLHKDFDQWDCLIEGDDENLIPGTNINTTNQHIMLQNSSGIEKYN
PREPL inhibitor = inhibits the human prolyl oligopeptidase-like enzyme; Q4J6C6; recombinant PREPL, fluorescence polarization activity-based probe; inhibition, % at 5.96 µM; 320,000 tested, 0.68% active; in the data active means inhibition above about 43%;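 further: 0% = enzyme with DMSO and 100% = wells lacking enzyme; many of its hits are not listed in these tables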
LYPLA1 counter = blocks human lysophospholipase 1, a PME1 counter-screen. recombinant LYPLA1, FP-Rh probe fluorescence polarization. O75608. AID 2174. inhibition, % at 5.9 µM. 320,000 tested, 0.16% active;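 active means inhibition above the mean of all tested compounds plus 3 SD, set per campaign, cut at about 14% in these data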;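 further: inhibitors block serine hydrolase probe labeling of LYPLA1 so polarization falls; 0% = enzyme with DMSO and 100% = wells lacking LYPLA1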
GSTO1 counter = blocks human GSTO1 in RBBP9 counter-screen; P78417; recombinant GSTO1, activity-based probe fluorescence polarization; inhibition, % at 5.96 µM; 300,000 tested, 1.1% active; AID 1974;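 active means inhibition above the campaign mean inhibition plus 3 SD, cut at about 35% in these data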;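 further: 0% = GSTO1-1 with DMSO and 100% = wells lacking GSTO1-1 enzyme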
Target sequence (P78417 whole entry, looked up): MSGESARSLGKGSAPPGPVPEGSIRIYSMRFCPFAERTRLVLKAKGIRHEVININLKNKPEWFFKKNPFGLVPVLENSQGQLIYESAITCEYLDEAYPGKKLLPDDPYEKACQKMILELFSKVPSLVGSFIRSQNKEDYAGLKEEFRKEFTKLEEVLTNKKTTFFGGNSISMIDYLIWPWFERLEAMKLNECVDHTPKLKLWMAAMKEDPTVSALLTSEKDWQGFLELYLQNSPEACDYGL
PME-1 primary = PME-1 (human) inhibition; inhibition, % at 5.9 µM; 320,000 tested, 0.53% active; Q9Y570; recombinant PME-1, FP-Rh probe fluorescence polarization; AID 2130;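 active means inhibition above the campaign mean of all compounds plus 3 SD, cut at about 26% in these data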;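 further: competitive labeling of PME-1 active site by serine hydrolase directed probe; 0% = PME-1 with DMSO and 100% = wells lacking PME-1 enzyme; inhibitors block probe labeling so polarization falls and inhibition rises; many of its hits are not listed in these tables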
PAFAH1B3 FP inh = inhibitors of human PAFAH1B3 | Q15102 | recombinant PAFAH1B3, FP-rhodamine probe, fluorescence polarization | inhibition, % at 3.39 µM | 340,000 tested, 0.28% active;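 active means inhibition above the screen-wide average of all tested compounds plus 3 SD, cut at about 25% in these data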;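 further: 0% = enzyme with DMSO only and 100% = wells lacking PAFAH1B3 protein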
PAD4 FP inh = PAD4 (human) enzyme inhibition. Q9UM07. recombinant PAD4, RCA probe fluorescence polarization. inhibition, % at 6.36 µM. 330,000 tested, 0.41% active. AID 485272;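 active means percent inhibition above a cutoff equal to the mean of all tested compounds plus 3 SD, cut at about 15% in these data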;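 further: 0% = PAD4 with RCA probe and DMSO and 100% = probe without PAD4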
LYPLA2 counter = blocks human lysophospholipase 2, a PME1 counter-screen. O95372. recombinant LYPLA2, FP-Rh probe fluorescence polarization. inhibition, % at 5.9 µM. 320,000 tested, 0.38% active. AID 2177;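 active means inhibition above the screen-wide mean plus 3 SD, limit set per campaign, cut at about 26% in these data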;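 further: 0% = LYPLA2 with DMSO and 100% = wells lacking LYPLA2 enzyme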
Target sequence (O95372 whole entry, looked up): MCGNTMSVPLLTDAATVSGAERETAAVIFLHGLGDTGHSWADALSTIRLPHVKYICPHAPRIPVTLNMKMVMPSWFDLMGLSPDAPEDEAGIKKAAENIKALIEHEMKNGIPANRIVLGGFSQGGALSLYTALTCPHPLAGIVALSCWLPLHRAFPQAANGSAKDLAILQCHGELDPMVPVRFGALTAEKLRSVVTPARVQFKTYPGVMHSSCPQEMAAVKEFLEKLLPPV
* hit, by the source's call; nt = not tested or not shown.

item	canonical_smiles	LYPLA1 counter	GSTO1 counter	PAFAH1B2 FP inh	PME-1 primary	PREPL inhibitor	LYPLA2 counter	PAFAH1B3 FP inh	pPAFAH FP inh	PAD4 FP inh
1	Cn1c(=O)c2c(nc(CN3CCCCC3)n2CCc2ccccc2)n(C)c1=O	-1.9	0.9	4.5	-3.2	0.4	-6.3	-5.0	6.3	-2.8
2	O=[N+]([O-])c1ccc2nc(SCc3cn4cccnc4n3)[nH]c2c1	-4.8	-5.5	0.8	-6.2	4.9	-4.4	-1.1	3.6	-7.8
3	CC(=O)c1ccc(O)c(CSC2=NCCS2)c1	-2.2	1.4	2.4	1.7	9.0	9.7	4.2	1.4	-1.3
4	COC(=O)c1cc(S(=O)(=O)N2CCC(c3cc(OC)ccc3OC)C2)c[nH]1 (configuration not stated)	-2.1	1.9	-0.2	6.9	3.7	6.5	5.7	2.5	-1.1
5	CC1(C)CC(=O)C2=C(C1)N(c1ccccc1)C(N)=C(C#N)C2c1ccsc1 (configuration not stated)	0.2	6.5	5.9	8.8	12.1	4.5	6.3	2.9	-5.5
6	O=C(CN1C(=O)C2CCCCC2C1=O)OCc1nnc(-c2ccccc2)o1 (configuration not stated)	-0.9	10.6	0.8	-3.7	-1.8	-5.3	3.3	-0.3	0.5
7	CC(=O)OC1OCCOC1NC(=S)Nc1cccc(C(F)(F)F)c1 (configuration not stated)	0.8	4.0	6.5	5.6	1.4	0.1	-3.9	3.4	1.0
8	COc1ccc(S(=O)(=O)N2CCCC2CNC(=O)C(=O)NCc2ccc(C)cc2)cc1 (configuration not stated)	-0.4	3.7	1.1	8.7	4.1	-1.8	0.3	4.4	-2.3
9	COc1ccccc1CNC(=O)C1CCN(S(=O)(=O)c2ccc(N3CCCC3=O)cc2)CC1	0.2	-3.5	1.4	3.8	1.8	-4.9	5.8	-0.9	0.5
10	Cc1ccc2c(c1)COc1c3ccc(C(=O)O)cc3nn1-2	0.4	-2.2	-4.3	-0.8	-3.0	-0.2	1.4	4.3	-3.7
11	Cc1cccc(Cn2c(C(C)O)nc3ccccc32)c1 (configuration not stated)	-2.0	-1.9	2.5	2.9	0.3	2.6	5.9	2.6	-9.3
12	CCOc1ccc(-c2nc(C#N)c(N3CCN(C)CC3)o2)cc1	1.9	-8.6	7.8	-6.6	14.3	-5.4	5.8	-4.5	-6.4
13	O=C(CSc1nc2ccccc2[nH]1)Nc1ccc(N2CCOCC2)cc1	0.8	2.4	7.6	-1.5	9.1	3.4	7.7	4.9	-0.8
14	CCCC(=O)N/C(N)=N/c1nc(C)c2cc(C)ccc2n1	-0.5	3.7	nt	0.9	-0.7	-0.9	nt	6.3	-5.2
15	Cc1ccc(NC(=O)c2ccc3c(c2)OCO3)cc1S(=O)(=O)N1CCOCC1	0.0	nt	5.4	7.1	21.1	0.3	9.0	0.8	-2.6
16	COC(=O)c1[nH]c2ccccc2c1NC(=O)Oc1ccccc1	-1.4	8.2	0.5	-1.3	4.5	-10.9	4.3	-5.2	-19.0
17	CC1(C)CC(NC(=O)c2cc(S(=O)(=O)N3CCOCC3)ccc2Cl)CC(C)(C)N1	nt	nt	6.2	nt	10.4	nt	5.7	1.0	0.2
18	CCc1ccc(C2=NN(CCC(=O)NC3CC3)C(=O)CC2)cc1	1.9	-2.3	nt	3.2	-4.3	4.2	nt	6.2	-0.4
19	CCC(=O)N(Cc1cc2ccccc2[nH]c1=O)C(C)C	-1.9	12.3	-1.6	3.0	14.3	-0.8	9.3	2.7	1.3
20	COc1ccc(CN(C)CC(=O)Nc2ccccc2C(=O)NC2CC2)cc1	-2.7	nt	0.4	-3.2	4.7	-0.5	8.9	0.5	0.3
21	O=C(Nc1nc2cc(Cl)ccc2s1)C1CCCN(S(=O)(=O)c2cccc3cccnc23)C1 (configuration not stated)	-4.2	3.8	4.3	1.7	5.9	0.1	-6.0	0.9	3.4
22	CSc1ccc(S(=O)(=O)N2CCC(C(=O)NCc3ccco3)CC2)cc1	-3.6	4.1	0.1	4.5	13.0	0.6	7.1	6.4	0.1
23	CN(Cc1ccco1)C(=O)c1c[nH]c2ccc(S(=O)(=O)Nc3ccc4c(c3)OCCO4)cc2c1=O	-3.1	17.4	3.9	-1.8	7.2	0.2	3.2	18.1	-0.2
24	CCOc1ccc(S(=O)(=O)N2CCCC(C(=O)Nc3cc(C)cc(C)c3)C2)cc1 (configuration not stated)	-2.9	0.5	2.2	-2.1	-0.2	-3.5	9.3	-0.8	0.7
25	O=C(c1ccco1)N1CCN(C(=O)N2CCCC2)CC1	1.6	3.2	1.3	0.9	3.8	-0.9	0.1	-1.2	0.8
26	CCOc1ccccc1N(CC(=O)Nc1ccccc1)S(=O)(=O)c1ccccc1	-1.0	1.9	2.4	-0.5	-25.7	0.5	4.4	-1.4	0.5
27	Cc1ccc(-c2cc(C(=O)Nc3nn[nH]n3)c3ccccc3n2)cc1	-3.1	-2.0	0.8	10.4	8.2	4.2	-0.8	3.3	0.6
28	CCCC(=O)Nc1ccc2c(c1)nc1n2CCSC1	2.6	3.3	-1.1	-6.1	-2.6	3.1	3.0	3.5	-3.6
29	FC(F)Oc1ccc(NC(=S)NCc2ccccc2)cc1	0.9	-4.5	4.4	6.4	11.3	-3.2	4.3	-0.3	5.3
30	CC1(OC(=O)C2CCCC2)C(=O)C=C2C=C(c3ccsc3)N(CCc3ccccn3)C=C2C1=O (configuration not stated)	1.7	48.9*	5.0	5.9	27.0	0.2	11.8	8.9	18.6*
31	O=C1CSC(c2ccccc2)N1Nc1nc(N2CCOCC2)nc(N2CCOCC2)n1 (configuration not stated)	-11.5	1.7	13.5	-0.3	7.1	-8.3	9.8	-1.8	-2.6
32	CCOc1ccc(CCNC(=O)COC(=O)c2ccc(C)c([N+](=O)[O-])c2)cc1OCC	1.0	3.6	1.3	4.1	-0.3	12.1	-4.1	6.9	-4.1
33	CCCCc1cc(=O)oc2c(CN(CC)CC)c(O)c(Cl)cc12	0.5	0.9	2.1	1.7	8.1	4.9	8.1	5.6	-4.1
34	Cc1cc2sc(NC(=O)c3ccco3)nc2cc1Cl	-9.0	-15.1	2.5	-11.0	11.2	-7.2	3.4	0.9	-2.4
35	CCOC(=O)c1ccc(N2C(=O)c3n[nH]c(C)c3C2c2ccccc2)cc1 (configuration not stated)	-0.5	-17.8	3.2	-3.7	-35.3	3.1	4.0	5.5	-1.8
36	COc1cc(OC)c(OC)cc1/C=N/NC(=O)c1ccc(=O)n(C)c1	-0.1	7.4	1.5	-4.8	3.8	-1.6	2.9	1.8	-2.8
37	O=C(NC1CCCC1)C(c1ccsc1)N(CCc1ccccc1)C(=O)Cc1cccs1 (configuration not stated)	0.1	0.1	4.1	2.9	3.6	-5.8	-3.6	1.1	-2.1
38	CCOc1ccc(Br)cc1S(=O)(=O)Nc1cccc(S(=O)(=O)N(CC)CC)c1	1.5	-3.2	0.1	18.4	-12.9	4.0	-2.5	-9.9	-5.1
39	CCC(C(=O)N1CCC(N2CCCCC2)CC1)n1nc(C)c2sc3ccccc3c2c1=O (configuration not stated)	-1.1	-2.8	-4.3	4.8	-2.4	-0.6	3.2	4.2	-3.1
40	CC(C)c1ccc(-c2c(C#N)c(N)nc3c2CCCCC3)cc1	-3.6	8.7	2.0	-6.6	-6.0	6.9	2.8	3.1	-1.6
41	Cc1cc(C(F)(F)F)nn2cnnc12	2.6	-2.3	1.0	-0.6	-1.8	0.9	7.7	4.6	-3.7
42	CCc1nnc(NS(=O)(=O)c2ccc(N/C=C\C(=O)c3cccc4ccccc34)cc2)s1	-3.3	-4.1	2.8	-6.3	-1.9	7.3	-6.0	-11.5	-2.8
43	O=C(NCC1COc2ccccc2O1)c1cccc(S(=O)(=O)N2CCOCC2)c1 (configuration not stated)	-0.1	nt	2.5	-3.7	14.4	0.9	5.5	-9.1	5.1
44	Cc1ccc2cccc(Oc3nnnn3-c3ccccc3)c2n1	0.2	-2.4	1.1	11.7	20.8	7.1	1.6	8.4	-0.3
45	CCOC(=O)C1CN(S(=O)(=O)c2ccccc2)C1	4.9	-1.9	3.3	-5.4	4.4	-2.4	10.2	-2.9	1.0
46	COc1ccc(S(=O)(=O)N(CCc2ccccc2)CC(=O)O)cc1OC	-2.1	0.4	2.9	3.3	3.9	-3.3	7.0	2.5	3.8
47	O=C(c1cc(F)cc2c1OCOC2)N1CCN(c2ccc(F)cc2)CC1	-1.8	5.7	3.0	-1.7	-3.0	1.4	-3.5	-0.4	1.1
48	COC(=O)c1cccc(NC(=O)CCNC(=O)c2ccc([N+](=O)[O-])cc2)c1	-0.5	3.1	-0.5	0.8	1.5	4.8	7.2	8.1	-5.5
49	COc1ccc(N(C)C(=O)C2CCN(S(=O)(=O)c3cccc4nsnc34)CC2)cc1	1.1	0.6	2.2	13.9	18.8	-2.5	3.0	7.2	2.1
50	O=S(=O)(c1ccccc1)N(CC(O)CN1CCCC1)c1ccccc1 (configuration not stated)	-1.7	-1.8	2.9	1.5	-14.7	1.9	3.8	-3.4	-1.5
51	Cn1ccs/c1=N\S(=O)(=O)c1ccc(Br)cc1	0.6	-2.1	4.3	-0.8	10.9	5.2	6.1	-2.1	-1.3
52	CCOC(=O)c1sc(NCc2ccco2)c(-c2nc3ccccc3s2)c1N	3.6	0.6	2.6	8.5	45.0*	4.2	5.7	15.1	-3.2
53	Cc1nc2cc(Nc3ccncc3)ccc2s1	-0.8	-4.6	6.5	-2.0	-0.6	1.0	6.8	0.6	-8.5
54	COc1ccc(OC)c(Nc2ncnc3sccc23)c1	2.4	4.1	-1.0	-3.1	18.9	3.3	0.9	4.0	-5.4
55	CCCN1C2=NCCN2c2ccccc21	-2.4	0.8	1.5	-1.2	-5.4	-2.2	3.8	1.2	-0.3
56	COC(=O)c1c(NC(NC(C)=O)C(Cl)(Cl)Cl)sc2c1CCCC2 (configuration not stated)	6.0	1.5	-4.6	10.0	2.7	4.5	12.4	8.0	-0.8
57	O=C(NCCS(=O)(=O)N1CCN(c2ccccc2F)CC1)C1CC(=O)N(c2ccc(F)cc2)C1 (configuration not stated)	-4.0	3.1	4.1	-7.2	-0.5	-4.7	2.1	1.2	1.5
58	COc1ccc2c(c1)CC/C(=C/c1ccco1)C2=O	-3.5	1.3	-0.4	-1.7	10.0	-2.3	5.7	16.1	-13.4
59	Cc1cccn2c(=O)c(/C=N/O)c(N3CCCC3)nc12	-1.2	7.7	1.1	1.9	3.8	-4.4	-1.8	0.7	-2.2
60	CC(C)C12CN3CCN(CC(C3)/C1=N\NC(=O)Nc1ccccc1)C2	-3.9	9.5	0.0	-0.7	9.4	1.6	1.7	-7.8	-6.8
61	CCc1nnc(NC(=O)CSc2nnc(Cc3ccc(OC)cc3)o2)s1	-1.9	17.2	9.6	0.7	7.5	-3.2	6.9	1.1	3.4
62	COc1ccc(/C=N/OCC(=O)OCC(=O)N(C)c2ccccc2)cc1	3.6	9.8	3.7	3.0	8.4	2.8	1.9	15.3	4.8
63	Nc1nonc1-n1nnc(C(=O)N/N=C/c2c(F)cccc2Cl)c1-c1ccc2c(c1)OCO2	-2.4	-0.1	2.8	-2.9	-0.5	-7.2	2.1	0.7	-1.6

Only part of the results is shown. The share of hits here may be higher or lower than overall.
